HEK293 NOD2/NF-kB = NOD2 signaling inhibitors, cell-based, luminescence, uHTS, HEK293 (AID 1566) | HEK293 NOD2/NF-kB luciferase reporter, luminescence; higher % means a stronger effect | 0.63% of 290,000 active | one-dose inhibition, % at 4 µM; EC50 in µM for titrated hits; further: many of its hits are not listed in these tables
HIV fusion peptide = cell-free HIV fusion peptide-binding blockers – biochemical, uHTS, fluorescence dequenching, primary screen (AID 1986); inhibition, % at 20 µM; hits with a dose series show IC50 in µM; cell-free peptide binding, fluorescence dequenching, 30 min; higher % means a stronger effect; 0.3% of 290,000 active; in the data active means inhibition mostly above about 52%, no sharp cut-off; inactive means mostly below about 76%; further: some results filed as inactive read as strong as hits
AID2073 = disruptors of CaV2.2 binding to Mint1 – biochemical, HTRF (AID 2073) | one-dose inhibition, % at 20 µM; IC50 in µM for titrated hits | HTRF protein-protein interaction, Mint1-CaV2.2; higher % means a stronger effect | 0.19% of 290,000 active; in the data active means inhibition mostly above about 51%, no sharp cut-off; inconclusive means no clear call, values can overlap the other calls; inactive means mostly below about 53%; further: some results filed as inactive read as strong as hits
Yfh1-off respiration = enhancers of respiration in Yfh1-depleted yeast, dose response, Friedreich's ataxia, plus single-dose screen (AID 1465); S. cerevisiae Yfh1-off respiration, WST-1 reduction, 72 h; higher fold induction means a stronger effect; fold induction at 50 µM, or EC50 in µM where a hit was titrated; 0.074% of 220,000 active;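 active means fold induction of absorbance versus untreated yeast above a set limit, then at least 30% activation at any dose in follow-up; inconclusive means repeats straddling the limit, or above it without dose testing; inactive means fold induction below the set limit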;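 further: activators that raise dye reduction in frataxin-depleted yeast; strong numbers were not always called active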
Dengue-2 NS5 capping = flavivirus cap methylation enzyme inhibition – biochemical, confirmation dose response, primary screen (AID 588689) | Dengue-2 NS5 methyltransferase capping enzyme assay, biochemical; higher % means a stronger effect | one-dose inhibition, % at 25 µM; IC50 in µM for titrated hits | 0.3% of 340,000 active; in the data active means a potency from the dose series; inconclusive means inhibition above about 29% without an active follow-up result
KOR beta-arrestin-1 = KOR agonists, beta-arrestin recruitment, primary screen, cell-based, luminescence, uHTS (AID 1777). 0.02% of 280,000 active. activation, % at 10 µM, or EC50 in µM where a hit was titrated. KOR beta-arrestin recruitment, luminescence; higher % means a stronger effect; in the data active means activation above about 50%, passing the limit was not always enough; further: a part of the inactive calls stands beside numbers as strong as those of hits
NOD1 inhibition = inhibition of NOD1-driven NF-kB reporter – cell-based, luminescence, uHTS, primary screen (AID 1578). NOD1-driven NF-kB luciferase reporter cells, luminescence; higher % means a stronger effect. one-dose inhibition, % at 4 µM; EC50 in µM for titrated hits. 1% of 290,000 active; in the data active means inhibition mostly above about 36%, no sharp cut-off; inactive means mostly below about 34%;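 further: HEK-293T reporter cells stimulated with the NOD1 agonist gamma-tri-DAP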
KOR beta-arrestin-2 = KOR antagonists, beta-arrestin recruitment, cell-based, luminescence, uHTS (AID 1778) | KOR beta-arrestin recruitment, luminescence, antagonist mode; higher % means a stronger effect | inhibition, % at 10 µM; hits with a dose series show IC50 in µM | 0.091% of 290,000 active; further: strong numbers were not always called active
West Nile virus CPE = West Nile virus antiviral activity, cell-based, CPE readout (AID 1621); 0.02% of 290,000 active; CPE inhibition, % at 10 µM; hits with a dose series show IC50 in µM; West Nile virus-infected cells, CPE inhibition; higher % means a stronger effect; in the data active means a potency from the dose series; inconclusive means CPE inhibition mostly from about 3.7% at the one dose, without a potency; inactive means the rest, 99 in 100 with CPE inhibition below about 2.2%; further: strong numbers were not always called active
* marks the source's active call; other numbers are inactive results; i = inactive; u = inconclusive; x = not tested or not shown; & = joins results of further samples; [ ] = another dose, or the depositor's remark. Unless noted, no stated cut-off is given here; in the data, active means inhibition above about 50%; inactive means the rest.

compound,HEK293 NOD2/NF-kB,HIV fusion peptide,AID2073,Yfh1-off respiration,Dengue-2 NS5 capping,KOR beta-arrestin-1,NOD1 inhibition,KOR beta-arrestin-2,West Nile virus CPE
COc1ccc(C(=O)Nc2nc3ccccc3c(=O)[nH]2)cc1,-108%,0.4%,4%,i,-6%,1.0%,-38%,9%,-1.0%
Cc1ccc(C(=O)NCCCNC(=O)c2ccccc2C)cn1,14%,-0.2%,38%,x,0%,-6.0%,-9%,5%,0.4%
CCCNC(=O)c1cc(-c2ccco2)on1,6%,3.9%,-9%,i,-2%,0.1%,4%,-17%,u
CCCc1ccc(S(=O)(=O)NCC2CCCN2CC)cc1 (configuration not stated),11%,1.7%,12%,x,-7%,-2.7%,-8%,24%,-0.3%
CC(=O)Nc1sc2c(c1CN1CCN(C)CC1)CCCC2,21%,0.1%,-10%,i,4%,2.4%,3%,-19%,-0.3%
Cc1cc(C)nc(NC(=O)NS(=O)(=O)Nc2ccc(Br)cn2)n1,14%,4.2%,u,i,-1%,19%,38%,-3%,-0.1%
CCc1ccc(OC(C)C(=O)Nc2ccc(S(=O)(=O)Nc3nccs3)cc2)cc1 (configuration not stated),12%,8.0%,2%,x,-1%,-2.5%,17%,-27%,0.2%
O=c1[nH][nH]c(-c2ccccc2O)c1C(C[N+](=O)[O-])c1cccc(Cl)c1 (configuration not stated),-10%,9.2%,1%,i,4%,3.0%,4%,5%,-0.3%
COc1cc(C(C#N)N2CCCCC2)ccc1O (configuration not stated),8%,0.0%,-10%,i,x,3.6%,-20%,-16%,0.0%
C=CCN(c1ccc(F)cc1)S(=O)(=O)c1cc(C(=O)OCC(=O)N(C)C2CCS(=O)(=O)C2)ccc1Cl (configuration not stated),14%,0.1%,0%,i,-10%,5.0%,-6%,4%,0.3%
COc1cc(CNc2ccccc2)c([N+](=O)[O-])cc1OC,25%,-2.8%,5%,x,10%,x,10%,-33%[20 µM],-0.3%
CC(=O)c1cccc(NC(=O)CN(C)S(=O)(=O)c2ccc3c(c2)CCC(=O)N3)c1,15%,1.9%,5%,x,4%,4.5%,6%,-18%[20 µM],-0.4%
Cc1ccc(Cn2nnc3c(=O)[nH]c(C4CCN(S(=O)(=O)c5ccccc5F)CC4)nc32)cc1,-5%,2.1%,8%,x,-6%,-2.1%,-5%,-25%,0.1%
Cc1cccc(C)c1OCC(=O)Nc1c(C)nn(C)c1C,-1%,-0.4%,2%,x,8%,-3.2%,-17%,14%,-0.4%
Cc1cccc2cc(C3CC(c4ccco4)=NN3S(=O)(=O)c3ccccc3)c(Cl)nc12 (configuration not stated),10%,2.4%,3%,i,-9%,4.3%,-8%,23%,u
CCc1nnc2n1N=C(c1ccc(Br)cc1)CS2,4%,-0.2%,0%,x,-5%,8.8%,-11%,-34%,-0.1%
Cn1c(CN2CCCC2)nc2cc(NC(=O)COc3ccccc3)ccc21,3%,0.7%,-6%,i,-7%,-3.4%,5%,7%,-0.2%
CS(=O)(=O)NCC(c1ccco1)N1CCN(c2ccc(F)cc2)CC1 (configuration not stated),-1%,3.1%,5%,i,0%,6.3%,-19%,11%,-0.2%
Fc1ccc(-c2nnn(Cc3ccccc3Cl)n2)cc1,-16%,1.0%,-3%,x,-7%,-5.4%,-12%,30%,0.6%
CCOC(=O)C1CCCN(c2ncnc3c2cnn3-c2ccc(Cl)cc2)C1 (configuration not stated),-75%,-3.1%,0%,i,-4%,7.0%,x,-23%,-0.6%
CCC(=O)N/N=c1/sc2ccccc2n1C,2%,3.6%,-5%,i,6%,-4.1%,-24%,-16%,0.5%
Cc1oc2c(C)c3oc(=O)c(CCC(=O)NCCCCCC(=O)O)c(C)c3cc2c1C,19%,3.7%,28%,x,-2%,1.1%,-5%,-6%,1.9%
COc1cccc(C2CC(c3ccc(Br)cc3)=NN2C(=O)c2ccncc2)c1OC (configuration not stated),-2%,-0.7%,-6%,i,-1%,2.6%,41%,-28%,-0.6%
COc1ccc(CNC(=O)C(c2ccco2)N(C(=O)CNS(=O)(=O)c2ccccc2)c2ccccc2C)cc1 (configuration not stated),-4%,1.9%,-4%,i,2%,-2.0%,-22%,50%,-0.9%
Cc1c(C(=O)NC(=S)Nc2ccccc2N2CCCC2)cccc1[N+](=O)[O-],9%,20%,11%,i,-4%,-1.5%,20%,14%,0.1%
CC(C)(C)C(=O)Nc1nnc(-c2ccncc2)o1,14%,0.9%,8%,i,-7%,0.4%,-9%,32%,0.2%
CCNC(=O)CC1SC(=Nc2cccc3ccccc23)N(C)C1=O (configuration not stated),-6%,1.3%,-3%,i,-11%,1.7%,-42%,-2%,-0.6%
COCCN(CC(=O)NCc1ccccc1)C(=O)CCC(=O)Nc1nccs1,4%,1.7%,-2%,i,-2%,1.0%,-4%,9%,0.1%
CC1CCCN(C(=O)Cc2ccc(F)cc2)C1 (configuration not stated),-14%,-1.2%,4%,i,-2%,-4.0%,-23%,5%,-0.2%
COc1ccc(NC(=O)CSc2nc3ccccc3c(=O)n2CCNC(C)=O)cc1,12%,-2.5%,-1%,i,4%,-1.7%,-23%,14%,-0.5%

Some of these compounds in order of heavy-atom count, rising.
compound,HEK293 NOD2/NF-kB,HIV fusion peptide,AID2073,Yfh1-off respiration,Dengue-2 NS5 capping,KOR beta-arrestin-1,NOD1 inhibition,KOR beta-arrestin-2,West Nile virus CPE
CC(C)(C)C(=O)Nc1nnc(-c2ccncc2)o1,14%,0.9%,8%,i,-7%,0.4%,-9%,32%,0.2%
COc1ccc(NC(=O)CSc2nc3ccccc3c(=O)n2CCNC(C)=O)cc1,12%,-2.5%,-1%,i,4%,-1.7%,-23%,14%,-0.5%
Cc1oc2c(C)c3oc(=O)c(CCC(=O)NCCCCCC(=O)O)c(C)c3cc2c1C,19%,3.7%,28%,x,-2%,1.1%,-5%,-6%,1.9%

Additional compounds follow:
compound,HEK293 NOD2/NF-kB,HIV fusion peptide,AID2073,Yfh1-off respiration,Dengue-2 NS5 capping,KOR beta-arrestin-1,NOD1 inhibition,KOR beta-arrestin-2,West Nile virus CPE
Cn1c(=O)n(C)c2cc(S(=O)(=O)N3CCOCC3)ccc21,1%,-0.9%,2%,i,-8%,-1.7%,-25%,22%,1.3%
Cc1ccc(OCC(=O)c2cc(C)n(C)c2C)c([N+](=O)[O-])n1,33%,9.6%,-20%,i,4%,19%,58%,-29%,-1.2%
O=C(CN1C(=O)CC(c2ccccc2)S(=O)(=O)c2ccccc21)N1CCCC1 (configuration not stated),13%,4.1%,-5%,i,2%,0.3%,-23%,-1%,0.0%
N/C(=N\OC(=O)Cc1ccc(-c2ccccc2)cc1)c1ccccn1,-1%,1.4%,-3%,i,-3%,5.4%,17%,-43%,-0.9%
COc1ccccc1C(=O)N1CCC(N2CCN(c3ccccc3OC)CC2)CC1,1%,0.7%,-15%,i,2%,10%,4%,-15%,-0.2%
Cn1c(=O)[nH]c(=O)c2c1nc(N1CCCCCC1)n2CC(N)=O,19%,1.3%,-5%,i,-3%,x,-2%,x,0.1%
CCOC(=O)CSC1=C(C#N)C(c2ccccc2OCC)C(C#N)C(=O)N1 (configuration not stated),5%,0.5%,4%,i,-6%,9.4%,14%,-39%,-0.3%
COCC(C)n1c(C)cc(C(=O)COC(=O)c2nc3nc(C)cc(C)n3n2)c1C (configuration not stated),-4%,1.1%,-3%,i,1%,-2.2%,-11%,10%,0.1%
COc1ccc(-n2c(Cc3ccccc3)nnc2SCC(=O)N2CCCc3ccccc32)cc1,6%,0.2%,5%,i,-11%,-4.3%,-21%,4%,-0.5%
CN(CC1COc2ccccc2O1)C(=O)c1ccc(N(C)C)cc1 (configuration not stated),8%,-2.4%,-6%,i,-8%,-2.7%,-11%,-13%,-0.5%
CCN(CC)S(=O)(=O)c1cccc(C(=O)NC(C(=O)Nc2nnc(C3CC3)s2)C(C)C)c1 (configuration not stated),11%,1.1%,-6%,i,-8%,-2.8%,13%,22%,-0.3%
O=C(c1ccccc1)N(c1ccccc1)C1C=CS(=O)(=O)C1 (configuration not stated),-7%,-0.3%,-2%,i,-2%,-1.4%,-15%,-1%,0.2%
CC(C)CN1C(=S)SC(C)(C)C1n1oc(=O)n(-c2ccccc2)c1=O (configuration not stated),-1%,0.3%,8%,i,1%,7.7%,1%,2%,-0.8%
Cc1ccc(CN(C(=O)c2csnn2)C(C(=O)NC2CCCC2)c2cccnc2)cc1 (configuration not stated),5%,-1.4%,2%,x,-9%,-6.2%,-21%,-7%,-0.9%
CCCN(Cc1cc2cc(OC)ccc2[nH]c1=O)C(=O)c1ccco1,21%,-1.2%,5%,i,-2%,0.4%,-4%,20%,0.0%
CC(C)CCNC(=O)NC(=O)CN1C(=O)NC2(CCCCC2)C1=O,4%,-0.8%,23%,i,-3%,-2.6%,-11%,24%,-0.6%
Cc1nsc2nc3c(F)c(F)c(F)c(F)c3cc12,14%,-1.8%,20%,x,-10%,x,-24%,-31%[20 µM],-0.9%
COc1ccccc1C(=O)NC(=Nc1nc2ccccc2o1)NC(=O)c1ccccc1OC,-17%,-1.6%,12%,i,-14%&-3%,4.5%,-44%,-10%,2.2%
NC(=O)CC(NC(=O)c1ccc(Br)cc1)c1ccc(N2CCN(c3ccccc3)CC2)c([N+](=O)[O-])c1 (configuration not stated),2%,-0.6%,5%,x,3%,-3.3%,20%,-23%[20 µM],-0.4%
Cc1ccc(S(=O)(=O)N2CCCCC2)cc1C(=O)Nc1ccc(S(=O)(=O)Nc2ncccn2)cc1,6%,5.2%,16%,i,1%,-2.6%,-8%,41%,0.2%

Individual results from above:
KOR beta-arrestin-2, CC1CCCN(C(=O)Cc2ccc(F)cc2)C1 (configuration not stated) reads 5%
NOD1 inhibition, CC(C)CN1C(=S)SC(C)(C)C1n1oc(=O)n(-c2ccccc2)c1=O (configuration not stated) reads 1%

(continued)
compound,HEK293 NOD2/NF-kB,HIV fusion peptide,AID2073,Yfh1-off respiration,Dengue-2 NS5 capping,KOR beta-arrestin-1,NOD1 inhibition,KOR beta-arrestin-2,West Nile virus CPE
CCCc1[nH]c2ccc(C(=O)OC)cc2c1CCC,7%,3.2%,0%,x,-2%,-0.5%,8%,-46%[20 µM],-1.0%
Cc1ccccc1-n1c(SCC(=O)Nc2c(C)cccc2C)nc(O)cc1=O,6%,-0.2%,18%,x,-7%,-2.3%,11%,-13%,-0.5%
CCN(CC)CCNC(=O)c1cn(CC)c2cc(N3CCN(C)CC3)c(F)cc2c1=O,26%,-0.6%,14%,x,-7%,-0.3%,-10%,19%,-0.2%
Cc1occc1-c1nnc(SCC(=O)N2CCOCC2)n1Cc1ccco1,-20%,1.6%,-5%,i,-9%,18%,-7%,1%,-0.1%
COc1ccc(COC(=O)NNC(=O)c2ccccc2Cl)cc1,10%,-2.9%,0%,i,-6%,-5.6%,-32%,-5%,0.0%

Source: PubChem BioAssay (several laboratories)

Only part of the results is shown; the hit share may differ from the screen's.
